# Pf Dd2 growth = Plasmodium falciparum Dd2 growth inhibition; Potency, µM (top dose mostly 28.9 µM), inactives show at the top dose activity, negative = inhibition, usual class: inhibitors; P. falciparum Dd2 growth, SYBR Green, 72 h; 4.3% of 120,000 active; AID 1347417; active = well fitted inhibition curve with a large enough effect; inconclusive = small, poorly fitted or top-dose-only effect; inactive = no such curve, though single readings can be large or run the other way;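 note: plate controls were DMSO vehicle for no effect and reference drug for full effect; nearly all actives have a fitted effect of over 65% in size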
#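 Infected erythrocytes (Dd2, 0.3% parasitemia, 2.5% hematocrit final) are added to compound in RPMI-1640/Albumax II medium, grown 72 h at 37C in low oxygen, then lysed with saponin/Triton-X containing SYBR Green and read by fluorescence.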
# Active calls of the source: *; i = inactive; ? = inconclusive; ! = not active in a repeat; [ ] = dose if it differs, or a comment. Potency is the fitted concentration of half-maximal effect. These rows are one share of the data; rates above refer to the full screens.
SMILES,Pf Dd2 growth
Cc1ccc([S+](=O)([O-])c2nnn3c2nc(N2CCC(F)CC2)c2ccccc23)cc1C,?
COC(=O)CC1C(=O)NCCN1C(=O)c1ccc2nc(C3CCCCC3)oc2c1 (stereo not given),-5%
O=Cc1cccc(N2CCN(C(=O)N3CCOCC3)CC2=O)c1,12%
CC(=O)c1cccc(NC(=O)Nc2cc3c(cc2N2CCCC2)n(C)c(=O)n3C)c1,i
COc1ccc(CN2CCCC3(Cc4ccccc4CNC3=O)C2)c(OC)n1 (stereo not given),5µM*
Cc1ccccc1CCNC(=O)c1ccc2c(c1)nc1n2CCCCC1,-15%
CNC(=O)[C@@H]1C[C@@H](n2cc(CNC(=O)Nc3cccc(Cl)c3)nn2)CN1,-9%
CN1CCN(CCCNC(=O)c2ccc3nc(Cc4ccccc4)oc3c2)CC1,?
O=C(CCCCn1c(=O)c2ccccc2n(Cc2ccccc2F)c1=O)NCc1ccc2c(c1)OCO2,i
O=C(Nc1ccc(=O)n2c1[C@@H]1C[C@@H](CN(C(=O)NC3CCCCC3)C1)C2)c1ccco1,4%[44.1 µM]
O=C1NCc2ccccc2CC12CCN(Cc1cc(F)ccc1O)C2 (stereo not given),11µM*
Cc1nn(-c2ccc(C(F)(F)F)cc2)c(C)c1[C@@H]1C=C[C@@H](NC(=O)COCC(=O)O)C1,?
Cc1cnc(C2CC2)n1CCNC(=O)c1cncn1C,1%
Cc1cccc(-c2cn[nH]c2C2CCN(C(=O)c3ccc4nccnc4c3)CC2)c1,?
CC(C)(C)OC(=O)N1CC(Nc2cccc(C(F)(F)F)c2)C1,?
CCCOc1ccccc1C(=O)N1CCc2onc(-c3ccccc3)c2C1,?
O=C(O)C1CN(C(=O)c2csc(-c3cccs3)n2)CCO1 (stereo not given),-4%
COc1ccc(C2(C(=O)N[C@@H]3CN(c4ncccn4)C[C@H]3CN(C)C)CC2)cc1,?
CNC(=O)[C@@H](c1ccc(OC)cc1)N1CCC[C@H]1C(=O)N1CCOCC1,21%[44.1 µM]
Cc1ccc(Nc2ccnc(N3CC4CCC(C3)N4CC(F)(F)F)n2)cc1,10µM*
COc1ccc(CNC(=O)CN(c2cc(C(F)(F)F)ccc2Cl)S(C)(=O)=O)cc1,30%
CC(C)c1ccc(CN2CC(CNC(=O)c3cnn(C)c3)C3(C2)CN(c2ccccc2)C3)cc1 (stereo not given),i
CCOc1cccc(C(=O)Nc2nnc(S(=O)(=O)N(C)c3ccc(C)cc3)s2)c1,-2%
CCNC(=O)Nc1ccc(OCC(=O)NCc2ccc(N3CCOCC3)cc2)nc1,i
O=C1NC2(CCN(Cc3ccsc3)C2)Oc2ccccc21 (stereo not given),?
Cc1cccc(-c2noc(-c3ccccc3OCC(=O)Nc3ccccc3[N+](=O)[O-])n2)c1,?
CSCC(=O)N1C[C@@H](NC(=O)Nc2cccc(SC)c2)C[C@H]1C(=O)N(C)CC(N)=O,-13%
Cc1ccc(-c2cc3c(=O)n(CCNC(=O)Cc4ccsc4)ccn3n2)c(C)c1,i
COCC(=O)N1CCCC(C(=O)NCc2ccccc2OC)CCNC(=O)CC1 (stereo not given),i
O=C(c1ccc(Cl)cc1)N1CC2(CCCN2Cc2cccnc2)Cc2ccccc21 (stereo not given),10µM*
CCc1ccc(-c2nc(CN3CCCC(C(=O)NCc4ccccc4Cl)C3)c(C)o2)cc1 (stereo not given),?
CCOC(=O)c1c(C)[nH]c(C)c1S(=O)(=O)N(C)CC(=O)N1CCN(c2ccc(Cl)cc2)CC1,i
COc1ccc(C(=O)N2CCC(N3C(=O)C(OC)C34CCOCC4)CC2)cc1F (stereo not given),-2%
CCN(CC)C(=O)C(NC(=O)c1ccc(F)cc1)C1CCN(C(=O)CC(C)C)CC1 (stereo not given),-24%
Cc1cccc(NC(=O)CN2C(=O)C(c3ccccc3)=NC23CCC(C)CC3)c1 (stereo not given),?
COc1ccc2c(c1)OCC(C(=O)N1CCCN(c3ncccn3)CC1)C2 (stereo not given),-5%
O=C(NCc1ccccc1)C1CCCN(C2CCN(C(=O)c3ccoc3)CC2)C1 (stereo not given),?
CN1CCN(C(CNC(=O)c2cccc(F)c2)c2ccc3c(c2)OCO3)CC1 (stereo not given),-23%
CCC(=O)N1CCC(C2CCN(CCC(C)C)C2)CC1 (stereo not given),23%
Cc1ccc(C(=O)NC2CCCN(c3cc(-c4ccccc4)[nH]n3)C2)s1 (stereo not given),?
Cc1ccc(S(=O)(=O)N2CCCC(Cn3cnc4cccnc43)C2)cc1 (stereo not given),-30%
CC(C)C(=O)NC1CCN(c2cnn(Cc3ccccc3)c(=O)c2)CC1,-12%
O=[S+]1([O-])NC2(CCN(Cc3ccc(F)cc3)C2)COc2ncccc21 (stereo not given),-14%
Cc1ccc(CNS(=O)(=O)c2ccc3c(c2)CN(C(=O)c2cccnc2)CC3)o1,-6%
O=C(CSc1ncc(S(=O)(=O)c2ccc(Br)cc2)c(=O)[nH]1)NCc1ccc(Cl)cc1,34%[activator]
COc1ccc(-c2cc(N3CCCN(C(=O)c4ccc(N(C)C)cc4)CC3)n[nH]2)cc1,-10%
Cc1cccc(NC(=O)N2CCCC(c3nnnn3C)C2)c1 (stereo not given),7%
Cc1ccc(S(=O)(=O)N2CCCc3cc(NC(=O)c4ccc(C(F)(F)F)cc4)ccc32)cc1,?
O=C(N[C@H]1C[C@@H]2OCC[C@H]12)c1ccccc1-c1nc(-c2ccccc2)no1,-13%
CC1(C)[C@H](Cc2cc(CN3CCN(c4ccccc4)CC3)on2)C[C@@H]1NC(=O)Nc1ccc(F)cc1,i
O=C(Cn1nc(-c2ccc(F)cc2)ccc1=O)NC1CCCc2c1[nH]c1ccccc21 (stereo not given),-9%
O=C(NCc1ccncc1)c1cc(C2CC2)nc2onc(C3CCNC3)c12 (stereo not given),?
CCOc1ccc(-n2c(=O)c3c4c(sc3n(CC(=O)NC(C)CC)c2=O)CCC4)cc1 (stereo not given),i
NC1CC(c2nnc(COc3ccc4c(c3)CCNCC4)n2C2CC2)C1 (stereo not given),10µM*!
Cc1ncsc1CN1CCC2(CC1)CC(CC(=O)NCc1ccncc1)CCO2 (stereo not given),-20%
COCC(=O)N(C1CCOCC1)C1CCN(C(=O)c2ccc(F)cc2F)CC1,20%
CC(C)COc1cc(=O)n2c(c1C(=O)N(C)CCc1ccccn1)CCCCC2,10%
CCCS(=O)(=O)N1CCC(CCOC)(NC(=O)C2CC2)CC1,-1%
O=C(C1CCCN(c2cnn(Cc3ccccc3)c(=O)c2)C1)N1CCN(C2CCCCC2)CC1 (stereo not given),-10%
CCn1cnnc1-c1nn(C)c2c1CN(C(=O)CCC1CCCC1)CC2,?

# The list goes on:
SMILES,Pf Dd2 growth
CC(C)(C)c1ccc(Cn2c(Cc3ccccc3)nc3ccccc32)cc1,?
CN1CCOc2c(C(=O)NCc3cccnc3)cc(-c3ccccc3O)cc21,-8%[44.1 µM]
Cc1ccc(N2C(=O)CCSC23C(=O)N(Cc2ccccc2)c2ccccc23)cc1F (stereo not given),?
COc1ccc(C[C@H](NC(=O)[C@@]2(O)C[C@@H](O)[C@H](O)[C@@H](NC(=O)Nc3ccc(C)cc3)C2)C(N)=O)cc1,-7%
O=C1CC2CCN(Cc3ccc(Cl)cc3)CC2CCN1 (stereo not given),-6%[44.1 µM]
Cc1ccccc1CSc1cn(CCNC(=O)c2cccs2)c2ccccc12,?
CCCS(=O)(=O)NC[C@H]1C[C@@H]2CCN1C[C@@H]2c1cc(C(CC)CC)nc(-c2ccncc2)n1,?
COc1ccccc1CNC(=O)C1Cn2cccc2C(=O)N1CC(C)C (stereo not given),?
Cc1cccc(OCCc2noc(C3CN(C(=O)c4cccnc4C)C3)n2)c1,-7%
CC(C)CC(=O)N1CC2CC(C1)[C@H]1CCCC(=O)N1C2 (stereo not given in full),1%
Cc1cc(NC(=O)CCS(=O)(=O)c2cc(Br)cc3c2N(C(=O)C2CC2)CC3)ccc1Br,4.5µM*
O=C(Cc1ccccc1Br)N1CCCN(c2cc(-c3ccc(F)cc3)[nH]n2)CC1,-3%
CCCCn1c(CN2CCCC(C(=O)c3nccn3C)C2)cnc1S(=O)(=O)CC (stereo not given),-19%
O=C1NCc2ccccc2CC12CCN(Cc1ccc(F)cc1F)C2 (stereo not given),?
Cc1ccc2[nH]c(=O)c(CN3CCCN(c4ccncc4)CC3)cc2c1,-9%
COc1cc(NC(=O)CN(C)S(=O)(=O)c2ccc3[nH]c4c(c3c2)CCCC4)cc(OC)c1OC,i
COC(=O)C1=C(C)NC(=O)C1(NC(=O)c1ccccc1C)C(F)(F)F (stereo not given),29%
CCCn1ccc2oc(C)c(C(=O)NCc3ccc(OC)cc3)c2c1=O,?
Cc1cccc(C(=O)NNc2ncnc3c2cnn3-c2ccc(C)cc2C)c1,i
Cc1ccc(O)c(NC(=O)C2=CC(c3ccco3)=NS(=O)(=O)N2C)c1,1%
CN(C)CC(O)c1cc2n(n1)CCCN(C(=O)c1cccn1C1CC1)C2 (stereo not given),0%
CCOC(=O)CCNC(=O)N1C[C@@H](Oc2cccnc2)C[C@H]1C(=O)N1CCCC1,54%[activator]
CCNCc1ccc(-c2ccccc2)o1,-27%
Cc1ccc2oc(C(=O)N(C)CCc3ccccc3)c(C)c2c1,7%
Oc1c(C(c2ccc(Cl)cc2)N2CCCC2)sc2nc(-c3ccco3)nn12 (stereo not given),12%
Cc1nnc(CCNC(=O)[C@H]2CNC[C@@H](C(=O)N3CCCC3)C2)s1,-10%
COc1ccc(-c2noc([C@@H]3CCCN3C(=O)Cc3ccccc3Cl)n2)cc1,?
O=C(c1ccc(OC2CCN(C(=O)c3cccc(Cl)c3)CC2)nc1)N1CCOCC1,-8%
COc1ccc(-c2cnc(C)o2)cc1S(=O)(=O)Nc1ccc(C)c(F)c1,7%
CNC(=O)c1cccc(-c2cnc3[nH]cc(CC(=O)N(C)C)c3c2)c1,-14%[44.1 µM]
CCc1cccc(NC(=O)c2ccc3c(=O)n4nc(Nc5ccccc5OC)sc4nc3c2)c1,-2%
Cc1cccc(C(=O)N2[C@H]3CC[C@@H]2c2cnc(-c4ccccc4)nc2C3)c1,?
CCOC(=O)c1c(S(=O)(=O)N2CCCC(C(=O)N3CCN(c4ccccc4)CC3)C2)c(C)n(C)c1C (stereo not given),-8%
Cc1c(C(c2ccc(Br)cc2)c2c(O)c3ccccc3oc2=O)c(=O)n(-c2ccccc2)n1C (stereo not given),22%
O=C(NC1CCCN(c2cc(-c3ccc(F)cc3)[nH]n2)C1)c1ccc(Br)cc1 (stereo not given),i
c1cc(N2CCOCC2)ncc1-c1noc([C@@H]2CCCN2C2CCOCC2)n1,?
CCN(CC)CCNC(=O)c1ccc(Cn2c(SCc3ccccc3)nc3cccnc32)cc1,?
O=C(Cn1nc(Cc2ccncc2)c2ccccc2c1=O)Nc1cccc(C(F)(F)F)c1,?
Cc1ccc(Cl)cc1NC(=O)Cn1nnc2sc3c(c2c1=O)CCC(C(C)(C)C)C3 (stereo not given),?
COc1cc(=O)n2c(c1C(=O)Nc1cc(F)ccc1Cl)CCCC2,60%[activator]
COc1ccc(OC)c2sc(N(CCCN(C)C)C(=O)c3ccco3)nc12,?
CCCN1CCCCC12Cc1ccccc1CN(C(=O)CCCC(=O)O)C2 (stereo not given),5%
COc1cc2c(cc1OC)n(CC(=O)Nc1ccc(C)cc1C)c(=O)n1nc(-c3ccccc3)nc21,7%
COc1ccc(-c2noc(CC3CCN(C(=O)Cc4ccc(OC)c(Cl)c4)CC3)n2)cc1,?
CCC(=O)N1CCc2cc(Br)cc(S(=O)(=O)N3CCC(C(=O)Nc4ccccc4CC)CC3)c21,?
O=C(NC[C@H]1OC[C@@H](NC2CCC(F)(F)CC2)[C@@H]1O)c1ccncc1,-12%[44.1 µM]
CCOc1cccc(CN2C[C@@H](COC)[C@H](C(=O)N(C)C)C2)c1,?
CN(CC1CCOC1)C(=O)c1ccc(Cl)s1 (stereo not given),49%[activator][5.79 µM]

# Among those listed so far, these contain a Cl atom.
SMILES,Pf Dd2 growth
CNC(=O)[C@@H]1C[C@@H](n2cc(CNC(=O)Nc3cccc(Cl)c3)nn2)CN1,-9%
COc1ccc(CNC(=O)CN(c2cc(C(F)(F)F)ccc2Cl)S(C)(=O)=O)cc1,30%
O=C(c1ccc(Cl)cc1)N1CC2(CCCN2Cc2cccnc2)Cc2ccccc21 (stereo not given),10µM*
CCc1ccc(-c2nc(CN3CCCC(C(=O)NCc4ccccc4Cl)C3)c(C)o2)cc1 (stereo not given),?
CCOC(=O)c1c(C)[nH]c(C)c1S(=O)(=O)N(C)CC(=O)N1CCN(c2ccc(Cl)cc2)CC1,i
O=C(CSc1ncc(S(=O)(=O)c2ccc(Br)cc2)c(=O)[nH]1)NCc1ccc(Cl)cc1,34%[activator]
O=C1CC2CCN(Cc3ccc(Cl)cc3)CC2CCN1 (stereo not given),-6%[44.1 µM]
Oc1c(C(c2ccc(Cl)cc2)N2CCCC2)sc2nc(-c3ccco3)nn12 (stereo not given),12%
COc1ccc(-c2noc([C@@H]3CCCN3C(=O)Cc3ccccc3Cl)n2)cc1,?
O=C(c1ccc(OC2CCN(C(=O)c3cccc(Cl)c3)CC2)nc1)N1CCOCC1,-8%
Cc1ccc(Cl)cc1NC(=O)Cn1nnc2sc3c(c2c1=O)CCC(C(C)(C)C)C3 (stereo not given),?
COc1cc(=O)n2c(c1C(=O)Nc1cc(F)ccc1Cl)CCCC2,60%[activator]
COc1ccc(-c2noc(CC3CCN(C(=O)Cc4ccc(OC)c(Cl)c4)CC3)n2)cc1,?
CN(CC1CCOC1)C(=O)c1ccc(Cl)s1 (stereo not given),49%[activator][5.79 µM]

# Reformatted field by field: part of the list above
COc1cc2c(cc1OC)n(CC(=O)Nc1ccc(C)cc1C)c(=O)n1nc(-c3ccccc3)nc21
  Pf Dd2 growth = 7%
COc1ccc(-c2noc(CC3CCN(C(=O)Cc4ccc(OC)c(Cl)c4)CC3)n2)cc1
  Pf Dd2 growth = ?

# Compound activity as filed in PubChem.
